Compound activity from PubChem.
PI4K2A inh = qHTS for small molecular inhibitors of PI4K2A. Phosphatidylinositol 4-kinase type 2-alpha (Homo sapiens), Q9BTU6. purified PI4K2A, ADP-Glo luminescence, 1 h; hits give low values. activity change, negative = inhibition, % at 76.9 µM. 420,000 tested, 0.13% active. AID 1346378, 2018; in the data active means activity change below about -50%; inconclusive means mostly about -30% to -49%;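 further: -100% = wells without enzyme as full effect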
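Compounds are screened against recombinant PI4K2A using PI as substrate and ATP, the latter dispensed at 300 microM. Reactions run one hour at ambient temperature before ADP-Glo detection; full inhibition defined by wells lacking enzyme.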
HP1b chromo inh = HTS for Inhibitors of HP1-beta Chromodomain Interactions with Methylated Histone Tails | Chromobox protein homolog 1 (Homo sapiens), P83916 | AlphaScreen HP1-beta / biotin-H3K9me3 peptide binding | Potency, µM (top dose mostly 114 µM), for inactives: at the top dose activity change, negative = inhibition, actives largely listed as inhibitors | 390,000 tested, 0.56% active | AID 540317, 2011; further: potency means the concentration at half of the fitted maximal effect; nearly all actives have a fitted effect of over 70% in size; inactives centre near 23
Target sequence (P83916 whole entry, looked up): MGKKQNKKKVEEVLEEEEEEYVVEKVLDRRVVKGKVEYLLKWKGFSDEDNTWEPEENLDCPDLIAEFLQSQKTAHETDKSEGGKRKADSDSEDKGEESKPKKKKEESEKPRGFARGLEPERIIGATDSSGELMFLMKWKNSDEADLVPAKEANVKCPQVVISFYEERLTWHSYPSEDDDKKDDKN
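Compound inhibition of the preformed complex between 50 nM HP1-beta and 50 nM biotinylated H3K9me3 peptide was read by AlphaScreen. Buffer was PBS pH 7.4 with 0.01% Tween-20. Incubations ran 30 min at room temperature, with 10 ug/mL donor/acceptor beads.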
GLS inh = qHTS for Inhibitors of Glutaminase (GLS) | 410,000 tested, 0.21% active | Potency, µM (titrated, usually from 45.5 µM), without a hit: at the highest dose activity change, negative = inhibition, usual class: inhibitors | GLS enzymatic activity, qHTS titration; further: potency means the concentration at half of the fitted maximal effect; on the % scale 0 is the no-effect control and ±100 the full control effect
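Glutamate formation by hKGA was monitored fluorometrically using coupled glutamate oxidase, HRP and Amplex Red. Substrate was added as 1 mM L-glutamine solution; incubation was 30 min at RT after an initial read.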
ERG Ets-DNA blk = qHTS for Small Molecule Inhibitors of the ERG Ets/DNA interaction. 370,000 tested, 0.028% active. Transcriptional regulator ERG (Homo sapiens), P11308. Potency, µM (series often up to 76.9 µM), for inactives: at the highest dose FP activity, negative = inhibition, hits mostly inhibitors. fluorescence polarization, His-ERG Ets domain / labelled DNA; active means well fitted inhibition curve with a large enough effect in the polarisation, with a control signal flat; inconclusive means small, poorly fitted or top-dose-only effect, or effect the other way, or a change in a side signal; inactive means no such curve, though single readings can be large or run the other way; the % refers to the polarisation;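 further: polarization taken with two DNA probes labelled with fluorescein and Texas red; potency means the concentration at half of the fitted maximal effect; % of control where 0% means no effect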
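His-tagged ERG Ets domain (1 uM in the protein solution; 300mM KCl, 50mM Tris-HCl, 1mM EDTA, 1mM DTT, pH 7.5) received compound, then a probe mix of 5 nM fluorescein-DNA and 100nM Texas-615-DNA. Fluorescence polarization was read for both dyes.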
BAZ2B block = qHTS Assay for Inhibitors of BAZ2B; AlphaScreen BAZ2B-H3K14Ac peptide displacement; Potency, µM (highest dose often 114 µM), inactives show top-dose activity change, negative = inhibition, hits mostly inhibitors; 360,000 tested, 4.4% active; further: potency means the concentration at half of the fitted maximal effect; on the % scale 0 is the no-effect control and ±100 the full control effect; nearly all actives have a fitted effect of over 60% in size
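AlphaScreen displacement of biotin-H3(5-23)K14Ac peptide (50 nM final) from BAZ2B (50 nM final) in PBS pH 7.4, 0.01% Tween-20; complex preformed 30 min RT, then compounds (top 110 uM) 30 min RT, beads 20 min dark.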
JMJD2A Tudor = qHTS Assay for Inhibitors of JMJD2A-Tudor Domain; Lysine-specific demethylase 4A (Homo sapiens), O75164; AlphaScreen JMJD2A-Tudor / H3K4me3 peptide binding; Potency, µM (doses to about 114 µM), inactives show at the top dose activity change, negative = inhibition, actives largely listed as inhibitors; 390,000 tested, 4.4% active; AID 504339, 2011; further: potency means the concentration at half of the fitted maximal effect; on the % scale 0 is the no-effect control and ±100 the full control effect; nearly all actives have a fitted effect of over 50% in size
12-LOX inh = Primary qHTS assay for inhibitors of human arachidonate 12S-lipoxygenase (ALOX12): Round 2. 580,000 tested, 1.1% active. Polyunsaturated fatty acid lipoxygenase ALOX12 (Homo sapiens), P18054. purified 12hLO, xylenol orange hydroperoxide absorbance. Potency, µM (highest dose often 108 µM), without a hit: at the top dose activity change, negative = inhibition, usual class: inhibitors. AID 1671190, 2021; further: potency means the concentration at half of the fitted maximal effect; on the % scale 0 is the no-effect control and ±100 the full control effect
Target sequence (P18054 whole entry, looked up): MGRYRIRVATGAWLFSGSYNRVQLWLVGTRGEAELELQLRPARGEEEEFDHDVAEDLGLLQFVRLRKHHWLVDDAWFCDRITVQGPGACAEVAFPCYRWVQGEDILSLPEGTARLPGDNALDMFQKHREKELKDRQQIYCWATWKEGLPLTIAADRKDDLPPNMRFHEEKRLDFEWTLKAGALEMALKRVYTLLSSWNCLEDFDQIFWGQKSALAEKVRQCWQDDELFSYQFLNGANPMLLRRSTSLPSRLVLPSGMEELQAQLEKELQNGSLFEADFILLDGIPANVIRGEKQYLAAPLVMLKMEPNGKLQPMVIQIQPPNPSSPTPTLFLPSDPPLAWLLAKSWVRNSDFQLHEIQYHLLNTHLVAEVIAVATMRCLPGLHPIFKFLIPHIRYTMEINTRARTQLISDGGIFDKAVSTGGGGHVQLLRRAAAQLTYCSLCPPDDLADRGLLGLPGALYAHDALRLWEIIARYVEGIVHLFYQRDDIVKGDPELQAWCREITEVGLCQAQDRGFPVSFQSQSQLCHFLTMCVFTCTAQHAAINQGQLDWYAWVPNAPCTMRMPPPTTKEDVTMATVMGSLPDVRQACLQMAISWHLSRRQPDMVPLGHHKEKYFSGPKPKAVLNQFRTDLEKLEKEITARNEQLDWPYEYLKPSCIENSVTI
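Hydroperoxide product was detected by ferrous iron/xylenol orange as the 573 to 405 nm absorbance ratio. Arachidonic acid at 40 uM (final) was turned over for 30 min at room temperature by 150 nM human 12hLO, pH 7.0 Hepes buffer, after 15 min compound preincubation.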
G9a block = qHTS Assay for Inhibitors of Histone Lysine Methyltransferase G9a. Histone-lysine N-methyltransferase EHMT2 (Homo sapiens), Q96KQ7. G9a H3K9 monomethylation, AlphaScreen, 2 h. AID 504332, 2011. 350,000 tested, 8.8% active. Potency, µM (highest dose often 102 µM), inactives show top-dose activity, negative = inhibition, most hits filed as inhibitors; further: potency means the concentration at half of the fitted maximal effect; on the % scale 0 is the no-effect control and ±100 the full control effect; nearly all actives have a fitted effect of over 75% in size
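Using a bead-based AlphaScreen, monomethylated H3K9 product from 2 h room-temperature reactions (G9a 20 nM, peptide 500 nM, SAM 20 uM) was detected with 0.5 ug/mL rabbit anti-H3K9me1 antibody.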
RGS4 inh = Inhibitors of Regulator of G Protein Signaling (RGS) 4: qHTS | Regulator of G-protein signaling 4 (Homo sapiens), P49798 | Transcreener GDP fluorescence polarization, RGS4-accelerated GTP hydrolysis | Potency, µM (titrated, usually from 114 µM), without a hit: at the top dose activity change, negative = inhibition, hits mostly inhibitors | 390,000 tested, 0.039% active; further: potency means the concentration at half of the fitted maximal effect; on the % scale 0 is the no-effect control and ±100 the full control effect; nearly all actives have a fitted effect of over 75% in size; some results filed as inactive show a strong effect at the top dose
Target sequence (P49798 whole entry, looked up): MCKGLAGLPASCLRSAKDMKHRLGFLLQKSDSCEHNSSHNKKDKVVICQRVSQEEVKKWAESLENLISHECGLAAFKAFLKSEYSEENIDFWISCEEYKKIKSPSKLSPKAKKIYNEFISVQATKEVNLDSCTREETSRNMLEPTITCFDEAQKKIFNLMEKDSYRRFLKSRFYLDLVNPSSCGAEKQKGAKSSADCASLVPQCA
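MLSMR compounds (23 nl, pin-transferred) preincubated 10 min at room temperature with a 500nM (2x) first reagent, then RGS4 at 900nM (2x) plus Transcreener GDP mix added; fluorescence polarization (620/688 nm) read before and after 90 min at 30 °C.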
* hit, by the source's call; u = inconclusive; x = no result given; & = joins results of further samples; ! = a repeat was not active; [ ] = another dose, or the depositor's remark. Unless noted, the call rests on the fitted dose curve; in most records, active means well fitted curve in the direction sought with a large enough effect; inconclusive means small, poorly fitted or top-dose-only effect, or another doubt; inactive means no such curve, though single readings can be large; an effect the other way counts as inactive or inconclusive. An excerpt; count on the stated rates, not on these rows.

SMILES	PI4K2A inh	HP1b chromo inh	GLS inh	ERG Ets-DNA blk	BAZ2B block	JMJD2A Tudor	12-LOX inh	G9a block	RGS4 inh
CCN(CC)c1ccc(C2Nc3cccc4cccc(c34)N2)cc1	-4	u	-1%	-1%	-28%	u	u	x	-27%
COc1ccc(CCN(C)C(=O)c2c(C)noc2C)cc1OC	5	27%	-3%	-19%	-1%	-10%	6%	u	-3%
CNC(=O)c1c(NC(=O)CCS(=O)(=O)c2ccc(F)cc2)sc(C)c1C	-4	16%	8%	x	8%	-19%	-10%	-20%	-5%
CCN(CC)c1nc2c(c(=O)n(C)c(=O)n2C)n1CC(=O)c1ccccc1	-3	17%	2%	-12%	-4%	-8%	15%	x	-14%
COC(=O)c1sc(NC(=O)C2CCCCC2C(=O)O)c(C(=O)OC)c1C (configuration not stated)	2	19%	16%	4%	-2%	-18%	-5%	u	-9%
Cc1ccc(C)c(S(=O)(=O)N2CCCOC2CNC(=O)C(=O)NC2CC2)c1 (configuration not stated)	-4	12%	1%	-13%	-3%	-15%	452%[activator]	x	2%
CCOC(=O)c1ccc(N2C(=O)CC(N3CCC(C(=O)OCC)CC3)C2=O)cc1 (configuration not stated)	-1	34%	2%	8%	20%	-1%	15%	35µM*	-3%
Cc1ccc(-c2ccc(SCC(=O)Nc3cc(C)on3)nn2)cc1	7	44%[activator]	-5%	3%	-6%	-2%	0%	-2%	0%
CCOC(=O)c1cnc(Nc2ccc(OCC)cc2)nc1C	-2	18%	-5%	2%	-3%	-5%	0%	-7%[59 µM]	-35%
CCOc1ccc(NC(=O)c2sc(-n3nc(C)c(Cc4ccc(Cl)cc4)c3C)nc2C)cc1	-2	4%	-12%	3%	u	-15%	-6%	-2%[59 µM]	4%
COC(=O)CN1C(=S)N(c2ccc(Cl)cc2)C(=O)C1CC(=O)Nc1ccc(Cl)cc1 (configuration not stated)	-2	-13%	-1%	0%	u	-5%	35µM*	19%[59 µM]	-30%
Cc1ccc(-c2nc(CN(Cc3c(C)nn(C)c3C)C(C)C)c(C)o2)o1	5	29%	2%	-3%	-9%	-16%	11%	x	2%
CC(/C=N/NC(=O)c1cc(C(C)(C)C)[nH]n1)=C\c1ccccc1	8	26%	0%	6%	13%	-1%	-4%	-4%	14%
CN(C)C(=O)c1ccc(NC(=O)c2cc(-c3ccco3)nc3ccccc23)cc1	-21	u	-14%	11%	-15%	40µM*	16µM*!	72%[activator]	u
O=C1N/C(=N\N=C\c2cccnc2)SC1Cc1ccc(SC(F)F)cc1 (configuration not stated)	2	13%	14%	2%	4%	-7%	7%	75%[activator][12.7 µM]	-4%
CCCC(=O)N1CCC(Cc2ccccc2)CC1	-7	0%	-1%	5%	-9%	9%	0%	29%	27%
COc1cccc(NC(=O)N2CCN(c3cccc(C)c3C)CC2)c1	6	29%	22%	-4%	10%	-5%	-15%	6%[12.7 µM]	4%
COCCNC(=O)NC(=O)COC(=O)c1ccc2[nH]c3c(c2c1)CCCC3	0	19%	-13%	5%	-2%	-18%	-13%	-25%	10%
O=C(CSc1nnc(SCc2cccc3ccccc23)s1)Nc1ccc(C(=O)O)cc1	-3	u	u	20%	u	13µM*	5%	u	u
Cc1ccc(C(=O)N2CCN(c3ccc([N+](=O)[O-])cc3)CC2)o1	-2	0%	-1%	7%	-32%	-27%	-1%	-13%	0%
O=c1[nH][nH]c(-c2ccccc2)c1C=Nc1cccc(Cl)c1	-1	24%	5%	-2%	-7%	-14%	-24%	u	1%
Cc1cc2c(cc3c(SCC(=O)Nc4cccc(Cl)c4C)nnc(C)n32)o1	1	26%	-1%	4%	-17%	-19%	u	u	15%
C=C(C)CSc1nnc2n(Cc3ccccc3)c(=O)c3c4c(sc3n12)CCC4	7	24%	9%	-7%	-2%	-8%	0%	x	-30%
O=C(COC(=O)CCN=C1NS(=O)(=O)c2ccccc21)NNC(=O)c1ccc(Cl)cc1	3	31%	16%	4%	-2%	-19%	-24%	58%[activator][12.7 µM]	3%
CCC(C)Sc1nc2c([nH]c3ccccc32)c(=O)n1C (configuration not stated)	-1&-6	27%	-8%&4%	7%&0%	-3%&6%	-23%	7%[57.4 µM]	1%	19%&2%

A second format for part of the listing above:
| PI4K2A inh | HP1b chromo inh | GLS inh | ERG Ets-DNA blk | BAZ2B block | JMJD2A Tudor | 12-LOX inh | G9a block | RGS4 inh | SMILES |
| --- | --- | --- | --- | --- | --- | --- | --- | --- | --- |
| 2 | 13% | 14% | 2% | 4% | -7% | 7% | 75%[activator][12.7 µM] | -4% | O=C1N/C(=N\N=C\c2cccnc2)SC1Cc1ccc(SC(F)F)cc1 (configuration not stated) |
| -7 | 0% | -1% | 5% | -9% | 9% | 0% | 29% | 27% | CCCC(=O)N1CCC(Cc2ccccc2)CC1 |
| 6 | 29% | 22% | -4% | 10% | -5% | -15% | 6%[12.7 µM] | 4% | COc1cccc(NC(=O)N2CCN(c3cccc(C)c3C)CC2)c1 |
| 0 | 19% | -13% | 5% | -2% | -18% | -13% | -25% | 10% | COCCNC(=O)NC(=O)COC(=O)c1ccc2[nH]c3c(c2c1)CCCC3 |

Only BAZ2B block and JMJD2A Tudor (two entries from above):
Molecule	BAZ2B block	JMJD2A Tudor
O=C1N/C(=N\N=C\c2cccnc2)SC1Cc1ccc(SC(F)F)cc1 (configuration not stated)	4%	-7%
CCCC(=O)N1CCC(Cc2ccccc2)CC1	-9%	9%

(next part)
SMILES	PI4K2A inh	HP1b chromo inh	GLS inh	ERG Ets-DNA blk	BAZ2B block	JMJD2A Tudor	12-LOX inh	G9a block	RGS4 inh
COc1ccc(-c2cc(C(F)(F)F)n3nc(C(=O)N4CCCC4)cc3n2)cc1	0	26%	-2%	-2%	-33%	7%	0%	-26%[59 µM]	-4%
COc1ccc(N2CC(NC(=O)N3CCc4ccccc43)CC2=O)cc1OC (configuration not stated)	4	19%	-5%	-4%	-14%	-8%	-3%	-27%	-7%
CC(NS(=O)(=O)c1ccc(F)cc1)C(c1cccs1)N1CCN(C)CC1 (configuration not stated)	1	28%	3%	-2%	-2%	-10%	10%	22%[59 µM]	10%
COc1ccc(NC(=O)CSc2nnc(CN3CCOCC3)n2-c2ccccc2)cc1Cl	-2	22%	-13%	-5%	2%	-11%	-9%	7%[12.7 µM]	-4%
CCC1=NN(C(=O)Cc2ccc([N+](=O)[O-])cc2)C(O)(C(F)(F)F)C1 (configuration not stated)	-2	52%[activator]	-2%	-25%	-9%	-4%	161%[activator]	-37%	-15%
O=C(COC(=O)/C=C/c1ccc(F)cc1)NC1CCS(=O)(=O)C1 (configuration not stated)	6	7%	3%	24%	-36%	-13%	4%	-32%	10%
O=C(CC1COc2ccccc2O1)Nc1ccccn1 (configuration not stated)	28	17%	4%	-2%	1%	-6%	135%[activator]	u	11%
CC(=O)Nc1ccc2nc(SCC(=O)Nc3ccc(N4CCOCC4)c(Cl)c3)sc2c1	-2	22%	0%	-3%	11µM*	-21%	u	43%[0.501 µM]	-32%
COC(=O)COc1ccc(C2NC(=O)NC(c3ccccc3)=C2C(C)=O)cc1Br (configuration not stated)	0	27%	-2%	12%	-31%	-2%	-27%	u	4%
COc1ccc(-c2csc(NC(CO)c3nc4ccccc4n3CCOCCO)n2)cc1 (configuration not stated)	1	12%	4%	-3%	x	-32%	2%	x	-25%
COc1ccc(N/N=C(/C#N)S(=O)(=O)C(C)(C)C)cc1	1	28%	0%	4%	-37%	-7%[57.1 µM]	u	50µM*	-7%
O=C(N/N=C/c1c[nH]c2ccccc12)c1ccc(Br)cc1	-21	13%	15%	u	-10%	-31%	2%	-2%	14%
COc1ccc(NC(=O)CN(C)C(=O)c2cccc(-n3cccc3)c2)cc1	-15	25µM*	u	13%	11µM*	22µM*	-29%	45µM*	-16%
CCOc1ccc(OCC)c(NC(=O)c2[nH]c(C)c(C(C)=O)c2C)c1	5	11%	4%	-10%	-1%	4%	0%[57.4 µM]	-1%[12.7 µM]	-11%
O=C(Nc1nnc(C2CC2)s1)c1cc(S(=O)(=O)N2CCCCC2)ccc1N1CCOCC1	-2	26%	1%	-6%	-3%	-25%	-11%	-4%[12.7 µM]	0%
